Compound activity (PubChem)
PV pol inh – inhibitors of poliovirus RNA polymerase binding and polymerization; P03300; poliovirus polymerase elongation, fluorescence polarization; stronger effect = lower value; % elongation, % (compound at 16.7 µg/mL); 150,000 tested, 0.66% active; in the data active means % elongation below about 90%; further: some results filed as inactive read as strong as hits
Target sequence (P03300 1749-2209 limits assumed): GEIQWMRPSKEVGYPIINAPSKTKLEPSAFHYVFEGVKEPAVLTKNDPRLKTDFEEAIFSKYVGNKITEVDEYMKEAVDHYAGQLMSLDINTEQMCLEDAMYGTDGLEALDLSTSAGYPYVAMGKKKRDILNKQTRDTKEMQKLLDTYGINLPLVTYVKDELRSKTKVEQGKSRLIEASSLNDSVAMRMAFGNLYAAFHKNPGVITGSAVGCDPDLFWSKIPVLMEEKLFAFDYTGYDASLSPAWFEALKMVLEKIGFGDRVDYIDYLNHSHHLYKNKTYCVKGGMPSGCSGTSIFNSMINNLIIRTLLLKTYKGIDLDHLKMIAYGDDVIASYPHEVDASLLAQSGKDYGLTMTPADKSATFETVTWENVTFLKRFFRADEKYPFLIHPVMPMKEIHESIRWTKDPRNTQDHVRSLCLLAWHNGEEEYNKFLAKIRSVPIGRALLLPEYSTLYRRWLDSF
PV pol inh FP z-score – recorded beside PV pol inh, whose call it bears; z-score; measured here: FP z-score; hits read low
The depositor's hits bear a star; & = joins results of further samples. An excerpt; count on the stated rates, not on these rows.

SMILES | PV pol inh | PV pol inh FP z-score
COc1cc(/C=C(\C#N)c2nc3ccc(C)cc3[nH]2)ccc1OCc1ccc(C)cc1 | 104 | 0.2
O=C(O)CCCN1C(=O)/C(=C/c2c(N3CCN(Cc4ccccc4)CC3)nc3ccccn3c2=O)SC1=S | 104 | 0.4
CNc1ccccc1C(C)(C)c1cc(-c2cccc(OC)c2)no1 | 103 | 0.2
CCCn1c(C)cc(C(=O)COC(=O)C2COc3ccccc3O2)c1C (centres undefined) | 106 | 0.3
COc1cccc(C(=O)NC(c2ccc(Cl)cc2)c2cc(Cl)c3cccnc3c2O)c1 (centres undefined) | 47 | -8.8
O=C(NCCN1CCN(c2cccc(Cl)c2)CC1)c1ccc(CS(=O)(=O)c2cccc(C(F)(F)F)c2)o1 | 99 | -0.9
CCOc1ccc(CNC(=O)CN2C(=O)CCn3nc(-c4cn(C)c5ccccc45)cc32)cc1OC | 106 | -0.1
Cn1c(NNC(=O)c2ccccc2)cc(=O)n(C)c1=O | 104 | 0.5
Cc1nc(C23CC4CC(CC(C4)C2)C3)[nH]c(=O)c1Cl | 110 | 0.7
CCCCC(C(=O)Nc1ccccc1)N1C(=O)c2ccccc2C1=O (centres undefined) | 104 | 0.8

Full records, quoted from the list.
O=C(NCCN1CCN(c2cccc(Cl)c2)CC1)c1ccc(CS(=O)(=O)c2cccc(C(F)(F)F)c2)o1 in the list: PV pol inh: 99; PV pol inh FP z-score: -0.9
Cc1nc(C23CC4CC(CC(C4)C2)C3)[nH]c(=O)c1Cl in the list: PV pol inh: 110; PV pol inh FP z-score: 0.7
CCCn1c(C)cc(C(=O)COC(=O)C2COc3ccccc3O2)c1C (centres undefined) in the list: PV pol inh: 106; PV pol inh FP z-score: 0.3

Next part:
SMILES | PV pol inh | PV pol inh FP z-score
Cc1sc2ncnc(Cl)c2c1C | 105 | 0.5
CC1Cc2ccccc2N1C(=O)CSc1nc2scc(-c3ccco3)c2c(=O)n1-c1ccccc1 (centres undefined) | 105 | 0.5
Cc1cccc(C(=O)Nc2nc3nc(-c4ccccc4)cc(=O)n3[nH]2)c1 | 106 | -0.1
Cc1cc(=S)cc(C)n1C | 101 | -0.1
O=C(CN(Cc1ccccc1Cl)C(=O)c1ccc(CN2CCOCC2)o1)NCc1ccccc1 | 100 | -0.6
Cc1ccc2nc(NCc3ccccc3)[nH]c2c1 | 102 | 0.2
COC(=O)c1ccccc1NC(=O)c1c(C)oc2ncn(C)c(=O)c12 | 106 | -0.4
CCCNC(=O)c1ccc2c(c1)sc1nc(-c3ccc(C)cc3)cn12 | 108 | 0.5
COCCn1nnnc1C(C(C)C)N1CCN(C(=O)c2ccco2)CC1 (centres undefined) | 99 | -1.4
CCc1nn(C(C)C(=O)N2CCC3(CC2)OCCO3)c(=O)c2cc3occc3n12 (centres undefined) | 100 | -0.8
COC(=O)C1C(=O)C(C(=O)c2ccccc2)C(=O)CC1(C)C (centres undefined) | 99 | 0
Cc1oc2ccc(O)c(CN3CCN(C)CC3)c2c1C(=O)Nc1ccccc1 | 102 | -1.2
CCn1nnc2cc(C(=O)Nc3cccc(C)c3C)ccc21 | 102 | -0.9
Cc1ccc(-c2nnc(Nc3cccc(O)c3)c3ccccc23)cc1S(=O)(=O)N1CCCCC1 | 101 | -0.5
CN1C(=O)c2ccc(NC(=S)NC(=O)C(C)(C)C)cc2C1=O | 102 | 0.6
Cc1ccccc1C(=O)Nc1ccc2c(c1)CCCN2C(=O)c1cccs1 | 103 | -0.4
COc1nc2c(C)cccc2cc1-c1noc(-c2ccc(C)cc2)n1 | 103 | 0.3
O=C(CSc1nncn1-c1ccccc1)Nc1ccccc1 | 104 | 0.7
CNC(=O)CN(c1cccc(C)c1C)S(=O)(=O)c1ccccc1 | 102 | 0
CCOC(=O)/C=c1\s/c(=C\c2ccsc2)c(=O)n1CC(=O)c1cc(C)n(Cc2ccco2)c1C | 117 | 1.9
CCOC(=O)N1CCN(C(=O)COC(=O)c2ccc(=O)n(Cc3ccccc3)n2)CC1 | 99 | -0.2
c1ccc2c(c1)CNc1ccccc1C2 | 101 | -0.4
CCn1c(CN2CCC(C)CC2)nc2cc(NC(=O)COc3ccc(Cl)c(C)c3)ccc21 | 110 | 0.7
COc1ccccc1COCC(O)CN1CCC(=O)CC1 (centres undefined) | 104 | 0.2
CCCCCCCCCCCCC/C=C/[C@@H](O)[C@H](CO)NCCCCCCCC | 100&101 | -0.3&0.4
O=C(Nc1ccc2c(c1)OCCO2)c1ccccc1CSc1nc2ccccc2o1 | 104 | 0.3
CCOC(=O)c1cc2ccc(O)cc2oc1=O | 100 | -0.5
COc1cccc(CNC(=O)c2cnc(SC)nc2C)c1 | 103 | 0.1
CC(NC(=O)c1ccco1)C(=O)OCc1cccc(C(F)(F)F)c1 (centres undefined) | 103 | 0.1
C=CCOC(=O)Nc1ccc(C(O)(C(=O)OCC)C(F)(F)F)cc1C (centres undefined) | 102 | 0.7
O=C(CSc1ccc2ccccc2c1)NCCc1ccc(O)c(O)c1 | 100 | -0.6
CCOc1ccc(S(=O)(=O)NCCc2csc(-c3ccc(Cl)cc3)n2)cc1 | 102 | -1.3
CN(C(=O)COC(=O)c1cccnc1N1CCCC1)c1c(N)n(Cc2ccccc2)c(=O)[nH]c1=O | 111 | 1.3
Cc1ccc(CNc2ccc3c(c2)ncn3C(C)C)cc1 | 105 | 0.7
CC(C)CCNC(=O)C1CCCN(S(=O)(=O)N2CCC3(CC2)OCCO3)C1 (centres undefined) | 101 | -0.3
COc1cccc(CN(CCCN2CCOCC2)C(=O)c2cc3sccc3n2Cc2ccccc2)c1 | 100 | -0.5
Cc1ccc(-n2c(C)cc(/C=C3/C(=O)N(C4CCCCC4)C(=S)N3C)c2C)cc1 | 98 | -0.5
COC(=O)c1ccc(CSc2nc(CN3CCOCC3)nc3sc4c(c23)CCCC4)o1 | 96 | -1.2
Cc1ccc(S(=O)(=O)NCC(=O)OCc2cc(Cl)cc3c2OCOC3)cc1 | 100 | -0.2
CCN(CC(=O)Nc1ccc(S(=O)(=O)N(C)C)cc1)CC(=O)Nc1ccccc1C(F)(F)F | 99 | -0.7
COc1ccc(CCNC(=O)C2CCN(c3ncnc4c3nc3n4CCCCC3)CC2)c(OC)c1 | 114 | 1.6
CCc1ccc(CNC(=O)c2cc3ccccn3n2)cc1 | 108 | 0.3
Cc1c(C)c(C)c(CSCc2n[nH]c(=S)n2-c2ccc(F)cc2)c(C)c1C | 104 | 0.1
Cc1ccc(OCc2nc(SCc3c(C)noc3C)n[nH]2)cc1 | 102 | -0.2
COc1ccccc1NC(=O)CSc1oc(-c2ccc(F)cc2)nc1S(=O)(=O)c1ccc(Br)cc1 | 107 | 0.7
O=C(NO)c1ccc(Br)s1 | 101 | -0.1
CCC(=O)Nc1sc(Cc2ccccc2)c(C)c1C(=O)OC | 107 | 0.4
CN(C)c1ccc(CN2CCCCCC2)cc1 | 103 | 0.5
C=CCNC1CC(=O)N(c2ccccc2)C1=O (centres undefined) | 100 | 0
COC1=C[C@H]2C3=C([C@H]2C1=O)[C@@H](NC(C)=O)CCc1cc(OC)c(OC)c(OC)c13 | 99 | 0
The results go on:
SMILES | PV pol inh | PV pol inh FP z-score
Cc1ccc(CCNC(=O)CCS(=O)(=O)c2ccc3c(c2)oc(=O)n3C)cc1 | 113 | 0.9
CCn1c(C(=O)N2CCCC(C(=O)N3CCN(c4cc(C)ccc4C)CC3)C2)cc2sccc21 (centres undefined) | 104 | -0.7
Cc1cccc(C2=NC(C(F)(F)F)(C(F)(F)F)c3c(n(C)c(=O)n(C)c3=O)N2)c1 | 101 | -0.1
Oc1c(CN2CCOCC2)cc(CN2CCOCC2)cc1CN1CCOCC1 | 102 | 0.2
O=S1(=O)CCC(N2CCSC2=Nc2ccc(Cl)cc2)C1 (centres undefined) | 91 | -1
COC(=O)CSc1nnc(-c2ccccc2)n1Cc1ccc2c(c1)OCO2 | 103 | 0.2
COc1ccc(N)cc1 | 104 | 0.2
COc1ccc(C(C(=O)OCCN(C)C)c2ccccc2)cc1 (centres undefined) | 106 | 1
CCOC(=O)C1CCN(C(=O)c2cc(C(C)(C)C)nn2Cc2ccccc2)CC1 | 104 | 0.8
O=C(Nc1ccccc1)N(Cc1nc(-c2ccccc2)no1)C1CCCCC1 | 100 | -0.8
Cn1c(CC(=O)Nc2ccccc2)nnc1SCCOc1ccccc1 | 100 | -0.4
N=C1C(c2nc3ccccc3s2)=C(O)CN1C1CCCCC1 | 105 | 0.2
COc1ccc(Cn2c(C)csc2=Nc2cccnc2)cc1OC | 100 | -0.2
N#Cc1ccccc1Cn1c(SCC(=O)NCc2ccccc2)nc2ccccc21 | 106 | 0.1
O=C(CSc1ncccc1C(=O)O)NC1CCCc2ccccc21 (centres undefined) | 106 | 0.4
COc1ccc(NC(=O)CSc2ccc3nc(-c4ccccc4)cn3n2)cc1OC | 104 | -0.7
CCCCN(C)Cn1ncn(C)c1=S | 98 | -0.7
O=C(/C=C/c1ccco1)Nc1ccc(F)cc1 | 105 | 0.1
CCCCC(=O)NCc1ccccc1Cl | 101 | 0.1
COc1ccc(C(=O)N/C(=C\c2cn(S(=O)(=O)N(C)C)c3ccccc23)C(=O)NCCCn2ccnc2)cc1 | 111 | 0.8

A run of entries from the list above:
SMILES | PV pol inh | PV pol inh FP z-score
Cn1c(CC(=O)Nc2ccccc2)nnc1SCCOc1ccccc1 | 100 | -0.4
N=C1C(c2nc3ccccc3s2)=C(O)CN1C1CCCCC1 | 105 | 0.2
COc1ccc(Cn2c(C)csc2=Nc2cccnc2)cc1OC | 100 | -0.2
N#Cc1ccccc1Cn1c(SCC(=O)NCc2ccccc2)nc2ccccc21 | 106 | 0.1
O=C(CSc1ncccc1C(=O)O)NC1CCCc2ccccc21 (centres undefined) | 106 | 0.4
COc1ccc(NC(=O)CSc2ccc3nc(-c4ccccc4)cn3n2)cc1OC | 104 | -0.7

Additional compounds.
SMILES | PV pol inh | PV pol inh FP z-score
Cc1nnc(C)c2c(C)n(C(C)c3ccccc3)c(C)c12 (centres undefined) | 97 | -1.2
CC(=O)N1CCc2[nH]c3ccc(C)cc3c2C1 | 60 | -7.3
CCOC(=O)c1cc(C(N)=O)c(SC)[nH]c1=O | 101 | -0.2
Cc1ccc(NC(=O)c2c(C)oc3ccc(O)c(CN4CCN(Cc5ccccc5)CC4)c23)cc1 | 103 | -0.9
O=C1c2ccccc2-c2c1cccc2C(=O)N(CCO)CCO | 101 | 0.4
Cn1cccc1C(=O)c1cccc(Br)c1 | 105 | 0.9
C(=Nc1cnc2ccc3ccccc3c2c1)c1ccco1 | 103 | 0.2
CCOc1ccc(-c2nnc(Nc3ccc(OC)cc3)c3ccccc23)cc1 | 101 | -0.1
CCc1c(C)sc2c1CCN(Cc1ccc(C#N)cc1)C2c1ccccc1 (centres undefined) | 118 | 2.2
COc1cccc(CNS(=O)(=O)c2cc(OC)ccc2OC)c1 | 105 | 0.2

Structural class, the entries above with bromine (three)
SMILES | PV pol inh | PV pol inh FP z-score
COc1ccccc1NC(=O)CSc1oc(-c2ccc(F)cc2)nc1S(=O)(=O)c1ccc(Br)cc1 | 107 | 0.7
O=C(NO)c1ccc(Br)s1 | 101 | -0.1
Cn1cccc1C(=O)c1cccc(Br)c1 | 105 | 0.9

(listing goes on)
SMILES | PV pol inh | PV pol inh FP z-score
Cn1nc(-c2ccccc2)cc1NS(=O)(=O)c1ccc(C#N)cc1 | 99 | -0.2
CC(C)Cn1c(=O)c2ccccc2n2c(CCC(=O)NCc3ccc(Cl)cc3)nnc12 | 100 | -1.3
Cc1[nH]c2ccccc2c1SCC(=O)Nc1nccs1 | 99 | -1.4
CCNC(=O)c1ccc(CN2CCOCC2)cc1 | 104 | 0.7
Cc1ccc(S(=O)(=O)N2C=Cc3ccccc3C2c2c[nH]c3ccccc23)c(C)c1 (centres undefined) | 100 | -0.1
O=C(COc1ccccc1)Nc1nnc(S(=O)(=O)N2CCCCCC2)s1 | 99 | -2.2
CCc1ccc(NC(=O)c2ccc(F)c(S(=O)(=O)NC3CCCCCC3)c2)cc1 | 111 | 0.7
Oc1ccc(C2N=C(c3ccccc3)NC(c3ccccc3)=N2)cc1 | 96 | -0.6
COc1ccc(-n2nc(C(=O)N3CCN(c4ccccc4OC)CC3)c3c4ccccc4n(C)c3c2=O)cc1 | 112 | 1.2
CC(OC(=O)c1cc(=O)c2ccccc2[nH]1)C(=O)Nc1ccccc1F (centres undefined) | 101 | 0
O=C(CNc1cccc(C(F)(F)F)c1)N=Nc1c(O)[nH]c2ccccc12 | 104 | 0
Cc1cc(OC(=O)N2CCOCC2)cc(C)c1Cl | 101 | 0.2
O=C(O)c1cccc(S(=O)(=O)N2CCN(c3ccccc3)CC2)c1 | 96 | -0.5
N=C(N=C(N)N)N1N=CCC1c1ccccc1 (centres undefined) | 105 | 0.1
CCCCCCNc1nc(Oc2ccccc2)nc(Oc2ccccc2)n1 | 104 | 0.5
Cc1cccc(Oc2nc3ccccn3c(=O)c2/C=C(\C#N)c2nc3ccccc3s2)c1C | 98 | -1.1
CCOC(=O)C1CCCN(C(=O)CC)C1 (centres undefined) | 98 | -0.6
COc1ccccc1N/C=C(\C#N)c1nc2ccccc2[nH]1 | 100 | -0.3
COc1ccc(N(CC(=O)N2CCc3ccccc3C2)S(=O)(=O)c2ccccc2)cc1 | 105 | 0
CC(C)CC(=O)Nc1ccc(C(=O)OCc2cc(=O)n3nc(C(C)C)sc3n2)cc1 | 101 | -1.3
N#CC1(C#N)[C@@H]2c3ccccc3C=CN2[C@@H](C(=O)c2ccccc2)[C@@H]1c1cccs1 | 126 | 2.2
Oc1ccc(C2SCCS2)cc1 | 99 | -0.5
CC(C)CNC(=O)c1cccc2ccccc12 | 101 | 0.4
Cc1cc(CNC(=S)Nc2ccc(F)cc2F)nn1C | 102 | 0.7
COCCNC(=O)C1=CC(c2ccc(C)cc2)=NS(=O)(=O)N1C | 100 | -0.7
